Bioassay records from PubChem.
mHTT CaM bind = inhibitors of human mutant huntingtin-calmodulin interaction; P42858; AlphaScreen His-mHTT/GST-CaM binding, luminescence; inhibition, % at 15 µM; hit rate 3.6% among 190,000; AID 1671202;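 note: 0% = both proteins with DMSO and 100% = one protein alone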
Pf apPOL block = Pf-apPOL DNA polymerase inhibition; inhibition, % at 10 µM; Recombinant Pf-apPOL, molecular beacon fluorescence, 1.5 h; AID 1794808; hit rate 0.25% among 210,000
* marks the source's active call; other numbers are inactive results; . = not tested or not shown. Cut-off read from the data, not from the text of the source: active = inhibition above about 50%; inactive = the rest. Rows are unselected. About 3.5% of those tested had a hit in this group.

SMILES | mHTT CaM bind | Pf apPOL block
O=C1C2C(C(=O)N1c1cc(C(F)(F)F)ccc1Cl)C1C=CC2C12CC2 (stereo not drawn) | -10 | -4
CCOc1cccc(C2CC(c3ccccc3)=NC3(CCN(C(C)C)CC3)N2)c1O (stereo not drawn) | 6 | 1
O=C(CCc1ccccc1)N1CCC(c2ccn3ncc(C(=O)N4CCOCC4)c3c2)CC1 | 5 | 2
Nc1cc(N)[nH]c(=S)n1 | -5 | .
O=C(NCC(=O)N1N=C(c2cccs2)CC1c1ccccc1)c1cccc(F)c1 (stereo not drawn) | 10 | -4
CN1CCN(c2nc3c(=O)[nH]c(N)nc3n2C2OC(CO)C(O)C2O)CC1 (stereo not drawn) | -8 | .
CCN(CC)CCCn1c(SCC(=O)N(CC)CC)nc2cc3c(cc2c1=O)OCO3 | 1 | 0
COc1ccc(C)cc1S(=O)(=O)NC1CCCC(OC(=O)Nc2ccc(F)cc2)C1 (stereo not drawn) | 22 | -4
O=C(CSc1nnc(-c2ccc(Cl)cc2)n1Cc1ccccc1)N1CCCC1 | 7 | -5
COc1cc(C)c(CN2CCSCC2)cc1C | -6 | 0
Cc1cccc(OCC(=O)Nc2ccc3c(c2)OCO3)c1C | 8 | -19
O=C(Nc1cnc(N2CCCCC2)nc1)c1ccccc1Br | 4 | 0
COc1cc(OC)cc(C(=O)n2nnc3ccccc32)c1 | 1 | -2
CCN(CC)S(=O)(=O)c1ccc(C(=O)Nc2nc(-c3ccc([N+](=O)[O-])cc3)cs2)cc1 | 2 | 3
Nc1cc(Cl)c(Oc2cccc(Cl)c2Cl)cc1[N+](=O)[O-] | 97* | -3
COc1ccc(Cl)cc1Nc1nc(-c2sc(NC(C)=O)nc2C)cs1 | 13 | -8
CC(C)N1CCN(C(=O)c2nnc(N3CCCCC3)c3ccccc23)CC1 | -1 | -2
CCN1CCN(C2CCN(C(=O)c3cc(OC)cc(OC)c3)CC2)C1=O | -14 | -3
O=C(NCCc1csc(-c2ccccc2)n1)C1CCCN1C(=O)c1ccc(F)cc1 (stereo not drawn) | 6 | -5
COc1ccc2nc(C(=O)NCc3ccccc3Cl)cn2n1 | 2 | -3
CCCCN(Cc1ccco1)C(=O)c1noc2c1CCCC2 | -7 | -1
CCCn1c(CCc2cccc(NS(C)(=O)=O)c2)nc2ccccc21 | -7 | -2
O=C(O)CCCC(=O)Nc1ccc(Br)cn1 | -1 | 6
CCOc1ccc(C(=O)Nc2c3c(nn2-c2ccc([N+](=O)[O-])cc2)CS(=O)(=O)C3)cc1 | 1 | -12
COc1cccc(CN2C(=O)Cc3c(C)nc(-c4ccc(Cl)cc4)nc32)c1OC | 4 | -1
CC(=O)COc1ccc2oc(=O)cc(-c3cc4ccccc4o3)c2c1 | 28 | -13
N#C/C(=C\c1cccs1)C(=O)Nc1ncc(Cc2cccc(Cl)c2)s1 | 23 | 19
O=C(Cn1cnc2ccccc2c1=O)Nc1ccc(F)cc1Cl | -4 | -1
N#Cc1ccc(C(=O)N2CCCCC2c2nncn2CC2CC2)cc1 (stereo not drawn) | -8 | 0
Cc1ccc(S(=O)(=O)N(CC(=O)NCc2ccccn2)C2CCCCC2)cc1 | 0 | -17

For convenience, 25 of the compounds above.
SMILES | mHTT CaM bind | Pf apPOL block
O=C(CCc1ccccc1)N1CCC(c2ccn3ncc(C(=O)N4CCOCC4)c3c2)CC1 | 5 | 2
Nc1cc(N)[nH]c(=S)n1 | -5 | .
O=C(NCC(=O)N1N=C(c2cccs2)CC1c1ccccc1)c1cccc(F)c1 (stereo not drawn) | 10 | -4
CN1CCN(c2nc3c(=O)[nH]c(N)nc3n2C2OC(CO)C(O)C2O)CC1 (stereo not drawn) | -8 | .
CCN(CC)CCCn1c(SCC(=O)N(CC)CC)nc2cc3c(cc2c1=O)OCO3 | 1 | 0
COc1ccc(C)cc1S(=O)(=O)NC1CCCC(OC(=O)Nc2ccc(F)cc2)C1 (stereo not drawn) | 22 | -4
O=C(CSc1nnc(-c2ccc(Cl)cc2)n1Cc1ccccc1)N1CCCC1 | 7 | -5
COc1cc(C)c(CN2CCSCC2)cc1C | -6 | 0
Cc1cccc(OCC(=O)Nc2ccc3c(c2)OCO3)c1C | 8 | -19
O=C(Nc1cnc(N2CCCCC2)nc1)c1ccccc1Br | 4 | 0
COc1cc(OC)cc(C(=O)n2nnc3ccccc32)c1 | 1 | -2
CCN(CC)S(=O)(=O)c1ccc(C(=O)Nc2nc(-c3ccc([N+](=O)[O-])cc3)cs2)cc1 | 2 | 3
Nc1cc(Cl)c(Oc2cccc(Cl)c2Cl)cc1[N+](=O)[O-] | 97* | -3
COc1ccc(Cl)cc1Nc1nc(-c2sc(NC(C)=O)nc2C)cs1 | 13 | -8
CC(C)N1CCN(C(=O)c2nnc(N3CCCCC3)c3ccccc23)CC1 | -1 | -2
CCN1CCN(C2CCN(C(=O)c3cc(OC)cc(OC)c3)CC2)C1=O | -14 | -3
O=C(NCCc1csc(-c2ccccc2)n1)C1CCCN1C(=O)c1ccc(F)cc1 (stereo not drawn) | 6 | -5
COc1ccc2nc(C(=O)NCc3ccccc3Cl)cn2n1 | 2 | -3
CCCCN(Cc1ccco1)C(=O)c1noc2c1CCCC2 | -7 | -1
CCCn1c(CCc2cccc(NS(C)(=O)=O)c2)nc2ccccc21 | -7 | -2
O=C(O)CCCC(=O)Nc1ccc(Br)cn1 | -1 | 6
CCOc1ccc(C(=O)Nc2c3c(nn2-c2ccc([N+](=O)[O-])cc2)CS(=O)(=O)C3)cc1 | 1 | -12
COc1cccc(CN2C(=O)Cc3c(C)nc(-c4ccc(Cl)cc4)nc32)c1OC | 4 | -1
CC(=O)COc1ccc2oc(=O)cc(-c3cc4ccccc4o3)c2c1 | 28 | -13
N#C/C(=C\c1cccs1)C(=O)Nc1ncc(Cc2cccc(Cl)c2)s1 | 23 | 19

Next section
SMILES | mHTT CaM bind | Pf apPOL block
Cc1ccccc1CS(=O)(=O)CCC(=O)NCc1cccnc1 | -13 | -17
Nc1cnc(-c2cccnc2)nc1 | -3 | 0
COc1ccc(CNC(=O)C2C3C(=O)N(Cc4ccccc4)CC34C=CC2(C)O4)cc1 (stereo not drawn) | 2 | -4
C=CCSc1nc2sc3c(c2c(=O)n1Cc1ccccc1)CC(C)(C)OC3 | -1 | -10
COc1ccc(CN2CC[C@H]3C=CC[C@@H](C(=O)N4CCOCC4)[C@H]3C2=O)cc1OC | -2 | -4
CN1CCN(c2cc(-c3nc(-c4cccc(F)c4)no3)c3ccccc3n2)CC1 | -20 | -2
O=C(Nc1ccccc1-c1ccccc1)c1ccc([N+](=O)[O-])cc1 | 7 | -8
Cc1cc(C)cc(C(=O)N2CCC(c3ccn4ncc(C(=O)N5CCCC5)c4c3)CC2)c1 | 6 | -4
Cn1c(=O)[nH]c(=O)c2c1nc(N1CCc3ccccc3C1)n2CCCSc1ncccn1 | 8 | -2
CC(=O)Nc1ccc(OCC(=O)Nc2c(C)cccc2C)cc1 | 2 | -1
CC(=NN1CCN(C)CC1)C1=C(O)c2ccccc2C1=O | 5 | -2
N#CC1(c2ccccc2)CCCN1C(=O)c1ccc(Br)cc1 (stereo not drawn) | -4 | -2
CN(C(=O)c1nc2ncccn2n1)c1ccc(OC(F)(F)F)cc1 | -1 | -6
COc1ccc(C(=O)Oc2ccc3c(=O)c(-c4ccc(OC)c(OC)c4)coc3c2)cc1 | -4 | 0
Cc1cc(OCC(=O)N2CCCCC2)nc(-c2ccc(F)cc2)n1 | -10 | 0
c1ccc2[nH]c(CSc3nccs3)nc2c1 | 0 | -4
CC(=O)C1=C(C)NC(SCC(=O)c2ccccc2)=C(C#N)C1c1cccnc1 (stereo not drawn) | 8 | -5
O=C(NCCCN1CCCC1=O)C1c2ccccc2CC(=O)N1Cc1ccccc1 (stereo not drawn) | -3 | -6
COc1ccc(S(=O)(=O)N2CCC(C(=O)Nc3cccc(F)c3)CC2)c2cccnc12 | 3 | -3
c1ccc(COn2nnc3ccccc32)c(COn2nnc3ccccc32)c1 | . | -2
CN1C(=O)C2(CCN(C(=O)NC3CCCCC3)C2)c2ccccc21 (stereo not drawn) | 6 | -5
O=C(Nc1cccs1)Nc1nc2c(s1)Cc1ccccc1-2 | 1 | 0
CC(=O)N1CCc2cc(N3CC(C(=O)NCc4ccc(C(F)(F)F)cc4)CC3=O)ccc21 (stereo not drawn) | 4 | -3
Cc1ccc(CN2C(=O)NC3(CCN(C(=O)c4ccc5c(c4)OCO5)CC3)C2=O)cc1 | 3 | -4
COc1cc2c(cc1OC)C(C(=O)NCc1ccc(F)cc1)C1c3ccccc3CCN1C2=O (stereo not drawn) | 26 | -1
COc1ccccc1NC(=O)CS(=O)(=O)c1cccc2nsnc12 | 2 | -1
CC1CCN(C(=O)CSc2nnc3ccc(-c4ccncc4)nn23)CC1 | -7 | -1

Complete entries, quoted from the list. Order of screens: mHTT CaM bind | Pf apPOL block
Profile of CC1CCN(C(=O)CSc2nnc3ccc(-c4ccncc4)nn23)CC1 : -7 | -1
Profile of CN1C(=O)C2(CCN(C(=O)NC3CCCCC3)C2)c2ccccc21 (stereo not drawn) : 6 | -5
